Source: PubChem (several laboratories)
hgDAF12 agonist: H. glycines DAF-12 receptor agonists, primary screen, cell-based, luminescence, HEK293, GAL4 fusion, UAS-luciferase. Nuclear hormone receptor DAF-12 (Heterodera glycines), GAL4 fusion. HEK293 GAL4-hgDAF12 UAS-luciferase reporter, agonist luminescence; normalized to butyrate control. activation, % at 6.8 µM. 370,000 tested, 1.8% active;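 active means activation above a cutoff set at the mean of all screened compounds plus 3 SD, cut at about 10% in these data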;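 further: 0% = DMSO wells and 100% = sodium butyrate wells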
SMARCA2 activ: SMARCA2 (BRM) function activators, primary screen, cell-based, luminescence, high throughput; 370,000 tested, 1% active; AID 652017, 2013; activation, % at 9.1 µM; MG213 cells, MMTV-luciferase reporter, dexamethasone, overnight; in the data active means activation above about 7.8%;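 further: 0% = vehicle wells and 100% = reference activator wells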
PG9 binder: binders of HIV-1 gp120 antibody PG9, primary screen, biochemical, TR-FRET; TR-FRET gp120-PG9 antibody binding; inhibition, % at 6.7 µM; 360,000 tested, 0.43% active; HIV-1 gp120 / PG9 antibody interaction; in the data active means inhibition above about 8.5%
ssDAF-12 act: S. stercoralis DAF-12 nuclear receptor activators, primary screen, cell-based, luminescence, HEK293, GRIP1 co-expression, lit1-tk-luc; Nuclear hormone receptor DAF-12 (Strongyloides stercoralis); HEK293 ssDAF-12/GRIP1 lit1-tk-luc reporter; % of 3 µM dafachronic acid response; activation, % at 6.8 µM; 370,000 tested, 1% active; AID 652126, 2013;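 active means activation above the mean over all tested compounds plus 3 SD, cut at about 0.9% in these data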;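 further: 0% = DMSO-only wells and 100% = 3 µM delta7-dafachronic acid wells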
GC-A act: GC-A stimulated cGMP production enhancers – HEK293 GC-A cells, cGMP TR-FRET, EC30 ANP, primary screen. 0% at EC30 ANP, 100% saturating ANP. activation, % at 10 µM. 370,000 tested, 0.14% active. AID 1671463, 2021. Atrial natriuretic peptide receptor 1 (Homo sapiens), P16066; in the data active means activation above about 40%
DAX1 inh-1: DAX1 (NR0B1) inhibitors, primary screen, cell-based, HEK293, Gal4-DAX1, luciferase luminescence; AID 504766, 2011; Nuclear receptor subfamily 0 group B member 1 (Homo sapiens), P51843; 340,000 tested, 0.99% active; HEK293 Gal4-DAX1 luciferase reporter; inhibition, % at 6.75 µM;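 active means inhibition above the mean over all tested compounds plus 3 SD, cut at about 4.2% in these data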;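 further: 0% = DAX1-transfected cells with DMSO and 100% = empty-vector control cells with DMSO; inhibition shows as a rise in luminescence from relieved DAX1 repression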
Target sequence (P51843 207-470 limits assumed): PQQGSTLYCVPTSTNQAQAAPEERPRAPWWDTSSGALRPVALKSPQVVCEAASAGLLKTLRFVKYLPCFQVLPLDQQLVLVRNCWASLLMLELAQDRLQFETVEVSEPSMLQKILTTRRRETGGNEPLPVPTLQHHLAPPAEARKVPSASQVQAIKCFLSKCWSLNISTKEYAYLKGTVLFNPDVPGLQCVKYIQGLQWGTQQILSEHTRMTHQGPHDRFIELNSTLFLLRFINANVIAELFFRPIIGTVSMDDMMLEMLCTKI
ADAM17 inh: ADAM17 inhibitors, primary screen, biochemical, QFRET; Disintegrin and metalloproteinase domain-containing protein 17 (Homo sapiens), P78536; recombinant ADAM17, EDANS/DABCYL FRET peptide cleavage; inhibition, % at 6.95 µM; 370,000 tested, 0.83% active; AID 720648, 2013;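 active means inhibition above the mean of compounds lying between control limits plus 3 SD, set per campaign, cut at about 8.5% in these data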;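 further: 0% = DMSO-only wells as the low control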
Target sequence (P78536 215-824 limits assumed): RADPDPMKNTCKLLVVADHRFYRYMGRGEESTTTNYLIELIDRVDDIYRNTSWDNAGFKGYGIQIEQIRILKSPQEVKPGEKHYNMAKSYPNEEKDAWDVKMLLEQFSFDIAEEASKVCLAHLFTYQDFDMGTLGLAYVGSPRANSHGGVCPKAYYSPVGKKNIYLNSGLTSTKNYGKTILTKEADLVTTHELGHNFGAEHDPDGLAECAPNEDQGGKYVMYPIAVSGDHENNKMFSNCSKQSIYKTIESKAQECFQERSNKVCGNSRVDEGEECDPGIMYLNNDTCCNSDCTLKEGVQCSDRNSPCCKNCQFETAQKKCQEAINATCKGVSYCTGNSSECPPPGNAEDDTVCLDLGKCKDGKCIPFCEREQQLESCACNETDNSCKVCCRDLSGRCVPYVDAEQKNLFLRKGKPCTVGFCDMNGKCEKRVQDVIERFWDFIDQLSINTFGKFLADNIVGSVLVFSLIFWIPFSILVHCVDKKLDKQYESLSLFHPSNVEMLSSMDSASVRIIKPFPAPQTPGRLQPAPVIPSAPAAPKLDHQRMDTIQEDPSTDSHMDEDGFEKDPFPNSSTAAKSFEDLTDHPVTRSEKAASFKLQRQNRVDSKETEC
FXN GAA850 act: FXN promoter activators, primary screen, cell-based, luciferase luminescence, HEK293 lucGAA850; activation, % at 6 µM; HEK293 lucGAA850 FXN promoter luciferase reporter, 24 h; percent of 10 µM SAHA response; AID 540364, 2011; 360,000 tested, 0.56% active;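 active means activation above the average of all compounds screened plus 3 SD, cutoff fixed separately per campaign, cut at about 7.5% in these data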;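 further: 0% = DMSO wells and 100% = 10 µM SAHA wells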
DAX1 inh-2: DAX1 (NR0B1) inhibitors on StAR promoter, primary screen, cell-based, luminescence, SF-1 (NR5A1), full-length DAX-1; HEK293T StAR-luciferase reporter, SF-1/DAX-1 repression relief; inhibition, % at 6.8 µM; 370,000 tested, 1.1% active; AID 652010, 2013;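 active means inhibition above the mean over all tested compounds plus 3 SD, cut at about 3.6% in these data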;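 further: 0% = DAX-1 cells with DMSO and 100% = cells lacking DAX-1 with DMSO; higher inhibition means more luminescence from relief of DAX-1 repression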
ADAM10 inh: human ADAM10 inhibitors, primary screen, biochemical, QFRET, HTS; inhibition, % at 7 µM; 370,000 tested, 0.62% active; recombinant ADAM10, EDANS/DABCYL FRET peptide cleavage, 3 h; Disintegrin and metalloproteinase domain-containing protein 10 (Homo sapiens), O14672; AID 720582, 2013;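 active means inhibition above a per-campaign cutoff equal to the mean of compounds falling between control-based bounds plus 3 SD, cut at about 20% in these data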;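 further: 0% = DMSO wells while the 100% control is not disclosed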
hcDAF-12 act: H. contortus DAF-12 nuclear receptor activators, primary screen, cell-based, luminescence, HEK293, lit1-tk-luc reporter; HEK293 hcDAF-12 lit1-tk-luc reporter; 0% DMSO, 100% Δ7-dafachronic acid; activation, % at 6.8 µM; 370,000 tested, 1.4% active; AID 652067, 2013;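 active means activation above the mean of all tested compounds plus 3 SD, cut at about 5.5% in these data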;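 further: 100% = response to 3 µM Δ7-dafachronic acid high control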
* = called active by the depositor; i = inactive; . = not tested or not shown.

Compound | hgDAF12 agonist | SMARCA2 activ | PG9 binder | ssDAF-12 act | GC-A act | DAX1 inh-1 | ADAM17 inh | FXN GAA850 act | DAX1 inh-2 | ADAM10 inh | hcDAF-12 act
CC(C)CN(C(=O)C1=NN(c2ccccc2)C(=O)CC1)c1c(N)n(Cc2ccccc2)c(=O)[nH]c1=O | 0.5 | 0 | -1.2 | -1.3 | 2 | 0.7 | -5 | 0.8 | 2.2 | -9 | 0.0
CS(=O)(=O)N1CCc2cc(C(=O)N3CCCC3)ccc21 | -1.4 | -1 | -0.4 | -1.2 | 5 | -0.8 | -1 | -0.5 | -0.3 | -8 | 0.0
CCc1nc(N)nc(N)c1-c1ccc(Cl)c([N+](=O)[O-])c1 | -13 | -5 | 1.5 | -2.3 | 2 | -4.9 | 0 | -5.5 | -4.7 | -17 | -4.8
CCOC(=O)c1c(O)c2cc(Cl)ccc2n(CC)c1=O | -0.9 | 0 | 0.1 | -1.3 | 4 | . | -2 | 0.5 | 0.2 | -10 | -0.7
COCCCNc1nc2ccccc2nc1NS(=O)(=O)c1cccc(C)c1 | 4.0 | -2 | 3.0 | -1.1 | 1 | 1.1 | -80 | 1.0 | -0.7 | -182 | 1.6
CCN(CC)c1ccc(CNc2ccc(Br)cn2)cc1 | -0.5 | 1 | -1.7 | -1.1 | 2 | 0.6 | -4 | 4.4 | -0.2 | 5 | 0.8
CCOC(=O)c1cccc(C(=O)OCC)n1 | -1.2 | -1 | -1.4 | -1.1 | 3 | 0.8 | -2 | 1.6 | -0.3 | -1 | -0.7
CCCc1nnc(NS(=O)(=O)c2ccccc2)s1 | -0.7 | 0 | 0.5 | -1.1 | 0 | -0.2 | 3 | -0.7 | 0.2 | -3 | 0.5
O=c1[nH]cccc1-c1nc2ccccc2n1Cc1ccc(F)cc1 | 0.5 | -1 | 0.0 | -1.4 | -4 | -0.6 | -410 | 1.3 | -0.2 | i | 0.2
O=C(Cc1ccccc1)NCC(=O)Nc1cccc(Br)c1 | 2.5 | 1 | 1.2 | -1.0 | 1 | 0.1 | -7 | -0.6 | 0.5 | 1 | -0.2
O=C(NCc1ccccc1)C(C1CC1)n1c(CSCCOc2ccccc2)nc2ccccc21 (stereo not drawn) | 1.1 | -3 | 0.7 | -1.4 | -9 | . | 6 | . | -0.5 | 10 | -1.0
Cc1cc(C(=O)N/N=C/c2ccc(N(C)C)o2)cs1 | -3.8 | 2 | -1.4 | -1.0 | 0 | 0.7 | -1 | 3.1 | 0.6 | -5 | 0.4
O=C(Nc1ncc2c(n1)-c1ccccc1CC2)c1ccccc1 | 1.2 | -1 | 1.5 | -1.0 | 0 | -0.1 | -10 | 1.4 | -0.7 | -9 | 0.4
CCC(C)N(C(=O)c1oc(=O)c2ccccc2c1-c1ccc(C)cc1)C(C)CC (stereo not drawn) | -1.9 | -6 | . | -2.1 | -24 | . | 5 | . | -1.4 | 2 | -3.5
COc1cc(NC(=O)C2CC(c3ccccc3Cl)=NO2)cc(OC)c1OC (stereo not drawn) | -5.3 | -3 | -2.4 | -1.9 | -4 | -0.4 | 0 | 0.2 | -0.5 | 1 | -3.0
COc1ccc(NC(=O)N(C)C[C@H]2OCCCC[C@H](C)Oc3ccc(NC(=O)Nc4ccc5c(c4)OCO5)cc3C(=O)N([C@@H](C)CO)C[C@@H]2C)cc1 | 0.8 | -3 | -0.1 | -1.1 | 2 | -1.3 | 8 | -3.7 | -2.0 | 18 | -2.0
CS(=O)(=O)N1CCC(C(=O)NCc2ccccc2)CC1 | 2.7 | -3 | -2.8 | -0.5 | 0 | 0.5 | -1 | 1.4 | 0.7 | 6 | 0.2
COc1ccccc1/C=C1/SC(=S)N(CCC(=O)Nc2cccnc2)C1=O | 2.4 | -1 | -1.3 | -1.4 | -1 | 0.8 | 0 | -4.8 | -0.8 | -6 | -2.7
CC(C)c1cc(CNC(=O)c2ccc(OC3CCN(Cc4ccccn4)CC3)cc2)on1 | -0.7 | -1 | -0.7 | -1.6 | 2 | -0.6 | 0 | -1.5 | -5.5 | -4 | -1.7
COc1cccc(N2CCN(Cc3nc(N)nc(N4CCCc5ccccc54)n3)CC2)c1 | 0.1 | 0 | -1.3 | -0.9 | 0 | 0.5 | -1 | -0.7 | 0.1 | -8 | 0.0
O=C(CCS(=O)(=O)c1cccc2nsnc12)N1CCN(Cc2ccc3c(c2)OCO3)CC1 | -3.2 | -2 | -0.6 | -1.1 | 1 | -0.9 | -1 | -1.4 | -0.8 | -7 | -1.9
CC1CCN(C(=O)CN2C(=O)C(=O)N(C(C)C)C2=O)c2ccccc2S1 (stereo not drawn) | 1.2 | -1 | -3.2 | -1.9 | 2 | 0.2 | 2 | 0.2 | 1.2 | -2 | -0.1
CN(C)c1ccc(NC(=O)c2cccc(N3C(=O)C4C5C=CC(C5)C4C3=O)c2)cc1 (stereo not drawn) | -4.0 | -3 | -9.8 | -1.6 | -1 | 0.0 | -6 | -2.6 | -0.3 | -6 | -2.9
Cc1ccccc1NC(=S)NCC1CCC(CNC(=S)Nc2ccccc2C)CC1 (stereo not drawn) | 0.6 | 1 | -1.9 | -1.1 | -4 | 2.1 | -2 | 0.2 | -0.1 | 2 | -1.2
Cc1ccc(S(=O)(=O)N2C[C@H]3n4c(=O)ccc(=O)n4C[C@H](OC(=O)NCC4CCCCC4)[C@@]3(O)C2)cc1 | -5.9 | -5 | 1.5 | -1.0 | -2 | -1.6 | 0 | -1.4 | -2.7 | -8 | -3.6
Cc1ccc(-c2nnc(SCC(=O)NCC3CCCO3)nc2-c2ccc(C)cc2)cc1 (stereo not drawn) | -1.0 | 2 | -2.8 | -1.2 | -9 | 0.2 | -7 | -1.1 | -2.5 | 2 | -1.4
CS(=O)(=O)CCC(C(=O)Nc1ccc2c(c1)OCO2)N1Cc2ccccc2C1=O (stereo not drawn) | 1.6 | -1 | -2.4 | -1.5 | -2 | 0.9 | 2 | 1.4 | 0.7 | -6 | 1.1
C[C@H](NC(=O)[C@H](Cc1ccccc1)n1c(=O)[nH]c2ccccc2c1=O)C(=O)N1CCC(C(=O)O)CC1 | -0.8 | 0 | 1.5 | -1.6 | 0 | 4.9* | -4 | 0.1 | 0.0 | -21 | 0.2
CCC(C)[C@H](NC(=O)N1CCn2c1nc1ccccc12)C(=O)NCc1ccc(OC)cc1 (stereo partly drawn) | -0.8 | 0 | 0.8 | -1.5 | -3 | -0.4 | 4 | -3.9 | -3.0 | 14 | -1.8
CC(=O)Nc1ccc(SCC(=O)NNC(=O)CN(C)S(=O)(=O)c2ccc(C)cc2)cc1 | 0.8 | -2 | -0.5 | -0.6 | 4 | 1.9 | -4 | -2.5 | 0.3 | 1 | -0.7

Full records as entered above. Order of screens: hgDAF12 agonist	SMARCA2 activ	PG9 binder	ssDAF-12 act	GC-A act	DAX1 inh-1	ADAM17 inh	FXN GAA850 act	DAX1 inh-2	ADAM10 inh	hcDAF-12 act
`CCCc1nnc(NS(=O)(=O)c2ccccc2)s1` is listed with -0.7	0	0.5	-1.1	0	-0.2	3	-0.7	0.2	-3	0.5
`COCCCNc1nc2ccccc2nc1NS(=O)(=O)c1cccc(C)c1` is listed with 4.0	-2	3.0	-1.1	1	1.1	-80	1.0	-0.7	-182	1.6
`O=C(CCS(=O)(=O)c1cccc2nsnc12)N1CCN(Cc2ccc3c(c2)OCO3)CC1` is listed with -3.2	-2	-0.6	-1.1	1	-0.9	-1	-1.4	-0.8	-7	-1.9
`CC1CCN(C(=O)CN2C(=O)C(=O)N(C(C)C)C2=O)c2ccccc2S1` (stereo not drawn) is listed with 1.2	-1	-3.2	-1.9	2	0.2	2	0.2	1.2	-2	-0.1
`C[C@H](NC(=O)[C@H](Cc1ccccc1)n1c(=O)[nH]c2ccccc2c1=O)C(=O)N1CCC(C(=O)O)CC1` is listed with -0.8	0	1.5	-1.6	0	4.9*	-4	0.1	0.0	-21	0.2

(cont.)
Compound | hgDAF12 agonist | SMARCA2 activ | PG9 binder | ssDAF-12 act | GC-A act | DAX1 inh-1 | ADAM17 inh | FXN GAA850 act | DAX1 inh-2 | ADAM10 inh | hcDAF-12 act
CCOc1ccc(N(CC(=O)N2CCN(c3ccccc3OC)CC2)S(=O)(=O)c2ccc(C)cc2)cc1 | -0.2 | -2 | -3.0 | -0.6 | 1 | 0.9 | 0 | -1.1 | -0.3 | -7 | -1.8
Cc1cc(=O)[nH]c(Nc2cccc(Br)c2)n1 | 3.5 | -2 | -2.2 | -1.4 | 4 | 0.9 | -6 | -3.1 | -0.4 | -10 | 0.2
CCn1c(SCCN2CCOCC2)nc2c1c(=O)n(C)c(=O)n2C | -3.5 | 0 | -1.2 | -0.9 | 9 | 3.1 | 1 | 2.0 | -0.3 | -9 | -0.9
O=C(CCS(=O)(=O)c1ccc(Cl)cc1)NCCN1C(=O)S/C(=C\c2ccccc2F)C1=O | -1.6 | -1 | -2.2 | -1.1 | -5 | -0.9 | 2 | 3.7 | -0.5 | 3 | 1.1
Cc1nc2sc3c(c2c(=O)n1/N=C/c1cccnc1)CCCC3 | -1.1 | -3 | -1.4 | -1.6 | -2 | -0.7 | -3 | 2.4 | 0.0 | 3 | 1.4
O=C1CCc2cc(S(=O)(=O)Nc3ccccc3Cl)ccc2N1 | 0.4 | -2 | 1.4 | -0.6 | -14 | 1.3 | -3 | 1.1 | 1.8 | -13 | -0.6
O=C(COC(=O)c1ccc(Cl)nc1)Nc1ccc2c(c1)CCC2 | 1.4 | 9.1* | -0.1 | -1.0 | 6 | 0.0 | -1 | 1.2 | 1.3 | -10 | -0.7
COc1cc(C(=O)N/C(=C\c2cn(C)c3ccccc23)C(=O)N2CCOCC2)cc(OC)c1OC | -0.1 | -2 | -0.5 | -0.5 | -7 | 0.2 | -6 | 2.6 | -0.5 | -1 | 2.0
CCC(CC)C(=O)Nc1cccc(C(=O)c2ccccc2)c1 | 0.5 | 0 | -0.1 | -2.0 | 0 | -1.6 | 2 | 1.1 | -1.3 | 2 | -2.1
